Bioassay records: PubChem BioAssay, several laboratories
Kir21 inh – inhibitors of mouse Kir2.1 inward-rectifier potassium channel; P35561; HEK293-Kir2.1, FluxOR thallium flux fluorescence; hits give low values; B-score at 10 µM; 0.85% of 310,000 active;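 active = fluorescence ratio B-score at or below minus 3 SD of library scores, with starting-brightness B-score within 2 SD, cut at about -4.2 in these data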;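 also: channel flux triggered by added potassium and thallium sulfate stimulus; B-score of peak minus minimum fluorescence over baseline after thallium stimulus; more negative B-score means stronger Kir2.1 block with less thallium influx; some compounds called inactive have numbers as strong as hits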
KCNQ2 inh – KCNQ2 channel blockers in CHO-K1 cells – cell-based, FluxOR thallium flux, B-score, primary screen (AID 2156). O88943. 20 min; hits give low values. B-score at 10 µM. 1.1% of 310,000 active;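 active = fluorescence ratio B-score at most minus 3 library SDs, with starting brightness B-score within 2 library SDs, cut at about -5.5 in these data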
Target sequence (O88943 whole entry, looked up): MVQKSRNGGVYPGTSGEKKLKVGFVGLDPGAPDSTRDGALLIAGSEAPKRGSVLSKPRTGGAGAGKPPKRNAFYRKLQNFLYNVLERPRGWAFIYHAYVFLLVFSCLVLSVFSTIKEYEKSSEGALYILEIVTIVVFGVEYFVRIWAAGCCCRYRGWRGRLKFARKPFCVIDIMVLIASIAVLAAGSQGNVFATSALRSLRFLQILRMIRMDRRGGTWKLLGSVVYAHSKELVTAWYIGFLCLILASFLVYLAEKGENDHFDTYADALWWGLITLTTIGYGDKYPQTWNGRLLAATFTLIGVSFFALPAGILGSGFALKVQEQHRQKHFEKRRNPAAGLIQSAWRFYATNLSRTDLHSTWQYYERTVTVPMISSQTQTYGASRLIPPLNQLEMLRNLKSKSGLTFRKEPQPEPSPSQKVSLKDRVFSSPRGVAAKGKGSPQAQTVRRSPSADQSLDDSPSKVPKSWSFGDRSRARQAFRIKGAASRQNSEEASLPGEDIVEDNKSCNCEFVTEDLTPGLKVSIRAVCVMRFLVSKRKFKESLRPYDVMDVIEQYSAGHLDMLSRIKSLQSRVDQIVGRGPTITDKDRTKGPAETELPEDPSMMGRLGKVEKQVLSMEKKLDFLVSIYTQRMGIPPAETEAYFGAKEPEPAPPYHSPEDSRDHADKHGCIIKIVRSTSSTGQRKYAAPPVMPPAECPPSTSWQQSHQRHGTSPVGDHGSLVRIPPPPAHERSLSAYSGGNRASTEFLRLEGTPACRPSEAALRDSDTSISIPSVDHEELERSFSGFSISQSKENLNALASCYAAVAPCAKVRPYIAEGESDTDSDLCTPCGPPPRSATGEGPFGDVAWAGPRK
STK33 kinase inh – human STK33 kinase inhibition. Q9BYT3. purified STK33, MBP phosphorylation, ADP-Glo luminescence. inhibition, % at 10 µM. 0.073% of 320,000 active. AID 2661;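 active = inhibition at or above 25%, using the most active replicate where run in duplicate; inactive = inhibition below 25%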
Active calls of the source: *; i = inactive; . = no result given; & = joins results of further samples.

SMILES	Kir21 inh	KCNQ2 inh	STK33 kinase inh
O=C(CSc1nc(-c2ccccc2)cc(=O)[nH]1)NCc1ccc2c(c1)OCO2	2.1	i	-0.9
COc1ccc(C2NC(=O)NC(C)=C2C(=O)OCC2CCCCC2)cc1OC (stereo not given)	0.29	i	-1.1
Clc1ccc(-c2nnc(-c3ccccc3)o2)cn1	-1.6	i	0.1
CCCc1nc(NCc2ccco2)c(C#N)c2c1COC(C)(C)C2	0.8	i	-1.2
CSc1nnnn1-c1ccc(C)c(Cl)c1	-1	i	-1.5
Cc1c(Cl)cccc1NC(=O)Cn1nnc(C(=O)NCc2cccs2)c1N	0.41	i	0.3
C=CCSc1nc2c(c(=O)[nH]1)C(C(C)C)C(C#N)=C(N)O2 (stereo not given)	0.11	i	2.2
Cc1n[nH]c(=O)nc1N/N=C/c1cccs1	-0.81	i	4.1
Cc1cc2c(SCC(=O)NCC3CCCO3)ncnc2s1 (stereo not given)	0.06	i	.
CCC(C)(C)n1nnnc1C(C(C)C)N1CCN(C)CC1 (stereo not given)	-0.73	i	0.1
Cc1ccc(S(=O)(=O)c2ccc(Cl)cc2)cc1S(=O)(=O)N1CCN(C)CC1	1.1	i	-0.6
CCC(CC)C(=O)NCCc1ccc(F)cc1	0.72	i	0.0
FC(F)(F)c1ccnc(Oc2ccc(C3=NCCS3)cc2)c1	-0.33	i	-1.8
CCOC(=O)C1CCN(S(=O)(=O)c2ccc3c(c2)CC(=O)N3)CC1	-0.84	i	4.0
CC1CCN(S(=O)(=O)c2cn(CC(=O)Nc3ccc(C#N)cc3)cn2)CC1	1.9	i	-3.1
O=C(Cc1ccc([N+](=O)[O-])cc1)Nc1cccc(C(F)(F)F)c1	0.77	i	1.0
CN(C)CCn1c2c(c(SCC(=O)Nc3nccs3)nc1=O)CCCC2	-2.1	i	-0.7
Cc1ccc(NC(=O)CCC(=O)OCC(=O)c2ccc(Oc3ccc([N+](=O)[O-])cc3)cc2)cc1	-0.69	i	-0.7
O=C(NCCCCO)c1ccc2c3c(cccc13)CC2	0.32	i	-0.3
O=C(CCn1ccnc1)Nc1ccc2ccccc2c1	-0.11	i	12
C=CCNC(=S)NNc1nc(N2CCCC2)nc(N2CCCC2)n1	0.87	i	-2.0
C=C(C)Cn1c(NCCC)nc2c1c(=O)n(C)c(=O)n2C	1.7	i	-1.0
Cc1cc(C)c(-c2cc(NC(=O)COC(=O)c3ccc(C#N)cc3)n(-c3ccccc3)n2)cc1C	-0.15	i	0.2
CC(C)(C)C(=O)Cn1ncc(N2CCOCC2)c(Cl)c1=O	-1.3	i	0.4
Cc1cccc(NC(=O)CN2C(=O)S/C(=C\C(=O)Nc3ccc(Cl)cc3)C2=O)c1	-0.83	i	-1.5
Other entries.
SMILES	Kir21 inh	KCNQ2 inh	STK33 kinase inh
COc1ccc(C(CC(=O)O)NC(=O)Cc2ccccc2)cc1 (stereo not given)	1.1	i	-0.7
CCN=C1S/C(=C\c2cc(Br)ccc2OCC(=O)OCC)C(=O)N1CC	-0.1	i	1.7
C/C=C(\C)C(=O)N1CC2(CC(c3cccc(NC(=O)CC(c4ccccc4)c4ccccc4)c3)=NO2)C[C@H]1C(N)=O (stereo not given in full)	0.72	i	.
C=CCC1(CC=C)CCCN1C(=O)c1cc(COc2cccc(C(F)(F)F)c2)on1	-1.1	-9.5*	0.9
O=C(O)/C(=C\C(=O)c1ccccc1)Nc1ccccc1	-0.64	i	-1.1
O=C(N/C(=C\c1cccnc1)C(=O)N1CCOCC1)c1ccco1	-0.78	i	-0.2
O=S(=O)(c1ccc(F)cc1)n1ccc(-c2cccc(OCc3ccc(Cl)cc3Cl)c2)n1	1.3	i	-1.1
CC1Cn2c(nc3sc4c(c3c2=O)CCC4)N1CCO (stereo not given)	0.7	i	0.8
COc1ccccc1OCC(=O)NCCCN1CCOCC1	0.21	i	0.3
O=C(CN1C(=O)CSc2ccc(C(F)(F)F)cc21)Nc1ccccc1	0.35	i	-0.7
COc1ccc(OC)c(N(CC(=O)NC2CC3CCC2C3)S(=O)(=O)c2ccccc2)c1 (stereo not given)	-1.4	i	0.2
O=S(=O)(c1cccs1)N1CCc2ccccc2C1	0.34	i	-0.5
COc1ccc(Cc2nnc(NC(=O)Nc3ccccc3OC)s2)cc1	-0.35	i	-0.6
CNc1c(NS(=O)(=O)c2ccc(OC)cc2)c(=O)oc2ccccc12	-0.54	i	0.8
OC(COCc1ccccc1)CN1CCc2ccccc2C1 (stereo not given)	0.7	i	-0.8
Cc1cccc(N(C(=O)CCC(=O)Nc2nccs2)C(C(=O)NC(C)(C)C)c2ccc(O)cc2)c1 (stereo not given)	-0.46	i	-0.1
CCn1c(SCc2ccc(C(=O)OC)o2)nc2sc3c(c2c1=O)CCCC3	-0.66	i	0.2
O=C(NCc1cccnc1)c1ccccc1NC(=O)c1c(F)cccc1F	-0.02	i	-0.3
CC(C)C(=O)N1CCN(c2ccccc2NC(=O)c2cccc(Cl)c2)CC1	-0.49	-6.6*	-1.0
COc1ccc(-c2cc(-c3cccs3)c(C#N)c(SCC(=O)NCc3ccccc3)n2)cc1	0.92	i	-0.1
COc1cc(OC)c(S(=O)(=O)NCc2ccco2)cc1S(=O)(=O)NCc1ccco1	-4.2	i	-1.2
O=C1c2ccccc2NC(c2ccccc2)N1/N=C/c1ccccc1 (stereo not given)	-0.18	i	-0.7
CCOc1ccc(S(=O)(=O)N/N=C(\C)c2ccc(OC)cc2OC)cc1	0.39	i	0.6
CCCn1c(SCC(=O)N2CCCCC2)nnc1C(C)C	0.5	i	-0.9
COc1nc(NCc2cccnc2)nc(OC)n1	-0.13	i	-2.0

Full records from above:
Listed for COc1ccc(-c2cc(-c3cccs3)c(C#N)c(SCC(=O)NCc3ccccc3)n2)cc1 = Kir21 inh = 0.92; KCNQ2 inh = i; STK33 kinase inh = -0.1
Listed for O=C(NCc1cccnc1)c1ccccc1NC(=O)c1c(F)cccc1F = Kir21 inh = -0.02; KCNQ2 inh = i; STK33 kinase inh = -0.3

Further structures follow:
SMILES	Kir21 inh	KCNQ2 inh	STK33 kinase inh
O=c1[nH]cnc2scc(-c3ccccc3)c12	-0.55	i	0.7
Cc1ccccc1OCCn1cc(/C(N)=N/O)c2ccccc21	-0.18	i	-0.2
Cc1cc(C)cc(N(C(C)C(=O)NCc2ccc3c(c2)OCO3)S(C)(=O)=O)c1 (stereo not given)	0	i	-0.7
CCC1CCCCN1C(=O)c1ccc([N+](=O)[O-])o1 (stereo not given)	0.65	i	1.2
CCCCOC(=O)c1ccc(N2C(=O)CC(N3CCN(C/C=C/c4ccccc4)CC3)C2=O)cc1 (stereo not given)	-0.84	i	0.4
CN(Cc1cnc2nc(N)nc(N)c2n1)c1ccc(C(=O)N[C@@H](CCC(=O)O)C(=O)O)cc1	-0.76	i	6.4&2.3
N#Cc1c(NC(=O)CN2CCCCC2)sc2c1CCC2	-0.43	i	-0.5
Cc1ccc(S(=O)(=O)CC(=O)Nc2ccc(S(=O)(=O)Nc3ccccn3)cc2)cc1	0.06	i	0.5
O=C(CSc1nnc(COc2ccccc2)n1Cc1ccco1)Nc1ccc2c(c1)OCCO2	2.5	i	-0.6
Cc1cc[n+](CC2OCc3ccccc3CO2)cc1	1.8	i	-0.1
Cn1c(SCC(=O)C(C)(C)C)nnc1-c1ccncc1	-0.87	i	-0.3
CN(C(=O)CSc1nnc(Nc2ccccc2)s1)c1c(N)n(Cc2ccccc2)c(=O)[nH]c1=O	0.86	i	-0.7
COC(=O)c1ccccc1NC(=O)C1CC(=O)N(c2ccc(C)c(C)c2)C1 (stereo not given)	2.3	i	-1.4
CC(C)(C)c1cc(N)n2nc(C(C)(C)C)cc2n1	0.94	i	-1.8
Cc1ccc(OCc2nc(-c3cccs3)no2)c([N+](=O)[O-])c1	-0.37	i	-0.9
Cc1ccc(-n2c(C)cc(/C=N/NC(N)=S)c2C)cc1	-0.13	i	-1.8
COc1cccc(CN2CCN(Cc3cccc(Oc4ccccc4)c3)CC2)c1OC	-1.5	i	-0.8
CCn1ncc(C(=O)Nc2ccc([N+](=O)[O-])cc2OC)c1C	-0.61	i	0.1
CC(C)(C)C1CCc2onc(C(=O)NCc3ccc(F)cc3)c2C1 (stereo not given)	0.63	i	-2.1
Cc1ccccc1NC(=O)Cc1nc(COC(=O)CSc2ccccc2)cs1	0.66	i	-1.8
O=C(Cc1cccs1)NCCN1CCOCC1	0.89	i	1.2
Cc1ccc(C)c(S(=O)(=O)N2CCCOC2CNC(=O)C(=O)NCc2ccccc2)c1 (stereo not given)	-0.14	i	-1.9
COc1ccc(CN(C)CC(=O)Nc2cccc3ccccc23)cc1F	1.2	-5.8*	-1.3
CCOc1ccccc1NC(=O)N1CCCC(c2nc(-c3ccc(C)o3)no2)C1 (stereo not given)	-0.39	i	-0.5
CSCCC(NC(=O)c1ccccc1Cl)C(=O)Nc1cccc(S(=O)(=O)N2CCCC2)c1 (stereo not given)	1.6	i	-0.3
Remaining list, next part.
SMILES	Kir21 inh	KCNQ2 inh	STK33 kinase inh
CN(C)C=NC(=O)c1cc(C(=O)c2ccccc2)c[nH]1	-0.55	i	0.2
CCCSc1nnc(NC(=O)Nc2ccc(C)cc2)s1	0.01	i	1.6
O=C(Nc1ccc2c(c1)OCO2)NC1CCN(Cc2ccccc2)CC1	-1.3	i	1.7
Brc1ccc(-c2nnc(-c3ccco3)o2)cc1	-2.6	i	-1.6
COc1ccc(CCC(=O)Nc2ccc(Cl)c(S(=O)(=O)N3CCCC3)c2)cc1	-0.83	i	-0.3
O=C(O)c1ncn(Cc2ccc(Br)cc2)c1C(=O)O	0.66	i	0.9
CCN1CCN(c2ccc(S(=O)(=O)N3CCCCC3)cc2NC(=O)/C=C/c2ccc([N+](=O)[O-])cc2)CC1	0.77	i	0.4
COc1nc(Oc2ccc(=O)n(C)n2)nc(N(C)C)n1	0.93	i	-2.3
Fc1ccc(Nc2nc(N3CCOCC3)c3ccccc3n2)cc1	-0.79	i	3.1
CCOC(=O)C1=C(C)NC(SCC(N)=O)=C(C#N)C1c1cccs1 (stereo not given)	0	i	-2.5
CCOC(=O)Cc1nc(-c2cccc(C(F)(F)F)c2)no1	-0.07	i	.
Cc1cc(C)nc(N2C(=O)CC(C(=O)O)NC2=NCCc2c[nH]c3ccccc23)n1 (stereo not given)	-0.11	i	0.6
O=C(NNS(=O)(=O)c1ccc2ccccc2c1)C1CCN(Cc2ccccc2)CC1	-2	i	0.1
O=C(NCCCn1ccnc1)/C(=C/c1cccs1)NC(=O)c1ccco1	-1.9	i	-0.2
COc1ccc(CN(CCN)C2CC(C)N(C)CC2C)cc1 (stereo not given)	0.47	i	-0.8
Cc1[nH]c2ccccc2c1SCC(=O)N1CCOCC1	0.01	i	-0.5
O=C(Nc1ccncc1)Nc1ccc(Cl)cc1Cl	-0.08	i	13
Cc1ccc(NC(=O)c2ccc(-n3cccn3)c([N+](=O)[O-])c2)cc1C	1.9	i	1.0
NC(=O)NN=C1C2CCCC1C(c1ccccc1)NC2c1ccccc1 (stereo not given)	-0.87	i	-0.2
C1CC(CN2CCOCC2)CN(Cc2nc(CC3CC3)no2)C1 (stereo not given)	-1.5	i	0.0
CCOc1ccc(NC(=O)c2sc3nc(C)nc(N4CCOCC4)c3c2C)cc1	0	i	0.7
O=C(Nc1cnccn1)Nc1cccc(Cl)c1Cl	-1.2	i	-0.5
CCOc1cc(N2CCOCC2)c(OCC)cc1NC(=O)CC12CC3CC(CC(C3)C1)C2	1.2	i	0.8
c1ccc2c(-c3nc4ncccc4o3)cccc2c1	0.37	i	2.2
Cc1ccccc1OCc1nnc(SCC(=O)O)n1-c1ccccc1	-0.07	i	-1.6

By substructure, those above with a nitro group on carbon
SMILES	Kir21 inh	KCNQ2 inh	STK33 kinase inh
O=C(Cc1ccc([N+](=O)[O-])cc1)Nc1cccc(C(F)(F)F)c1	0.77	i	1.0
Cc1ccc(NC(=O)CCC(=O)OCC(=O)c2ccc(Oc3ccc([N+](=O)[O-])cc3)cc2)cc1	-0.69	i	-0.7
CCC1CCCCN1C(=O)c1ccc([N+](=O)[O-])o1 (stereo not given)	0.65	i	1.2
Cc1ccc(OCc2nc(-c3cccs3)no2)c([N+](=O)[O-])c1	-0.37	i	-0.9
CCn1ncc(C(=O)Nc2ccc([N+](=O)[O-])cc2OC)c1C	-0.61	i	0.1
CCN1CCN(c2ccc(S(=O)(=O)N3CCCCC3)cc2NC(=O)/C=C/c2ccc([N+](=O)[O-])cc2)CC1	0.77	i	0.4
Cc1ccc(NC(=O)c2ccc(-n3cccn3)c([N+](=O)[O-])c2)cc1C	1.9	i	1.0

(more compounds)
SMILES	Kir21 inh	KCNQ2 inh	STK33 kinase inh
Cc1ccc(NC(=O)Nc2cc(-c3ccccc3)nn2C)cc1Cl	0.32	i	1.1
COc1ccc2nc3ccccc3nc2c1NC(=O)c1ccc(Cl)cc1	-0.77	i	0.4
Cc1cc(C(=O)CSc2n[nH]c(N)n2)c(C)n1-c1cc(F)ccc1F	0.14	i	-1.3
CCOC(=O)C1=C(Nc2ccc(Br)cc2)CC(C)(O)C(C(=O)OCC)C1c1ccccc1 (stereo not given)	-1.1	i	0.4
CCOc1nc(NCc2ccco2)nc(Nc2ccccc2F)n1	0.96	i	-2.8
N#Cc1cc2c(N)c(C(=O)Nc3ccccc3)sc2nc1N	0.39	i	-1.0
O=C(O/N=C\c1ccc(N2CCOCC2)c([N+](=O)[O-])c1)c1ccc(F)cc1	-0.55	i	-0.7
O=C(Nc1cccc(O)c1)c1ccc(C(=O)c2ccccc2)o1	-1.4	i	2.9
O=C(NCc1ccccc1)C1=C[C@H](c2ccc3c(c2)OCO3)C[C@H](OCc2ccc(CO)cc2)O1	-0.64	i	-0.5
c1ccc(-c2ccccc2OCCOCCN2CCNCC2)cc1	-3.2	i	-0.6
Cn1nc([N+](=O)[O-])nc1Oc1ccccc1N	1.6	i	0.4
